M1 ag parental: counter-screen for M1 agonists: effect in parental CHO-K1 cells; AID 602248; activation, % at 3 µM; 360,000 compounds, 0.48% hits; Fluo-8 calcium fluorescence; scaled to maximal ATP response, vehicle zero; in the data active = activation above about 15%;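 also: untransfected CHO-K1 host cells lacking M1 receptor as counterscreen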
GPR7 antag: human neuropeptides B/W receptor 1 antagonism | GPR7-expressing cells, fluorescence antagonist assay | inhibition, % at 4.4 µM | 290,000 compounds, 1.1% hits | AID 1861; in the data active = inhibition above about 16%, passing the limit was not always enough;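 also: cells stimulated with the agonist NPW; 0% = agonist with vehicle and 100% = vehicle without agonist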
Target sequence (P48145 whole entry, looked up): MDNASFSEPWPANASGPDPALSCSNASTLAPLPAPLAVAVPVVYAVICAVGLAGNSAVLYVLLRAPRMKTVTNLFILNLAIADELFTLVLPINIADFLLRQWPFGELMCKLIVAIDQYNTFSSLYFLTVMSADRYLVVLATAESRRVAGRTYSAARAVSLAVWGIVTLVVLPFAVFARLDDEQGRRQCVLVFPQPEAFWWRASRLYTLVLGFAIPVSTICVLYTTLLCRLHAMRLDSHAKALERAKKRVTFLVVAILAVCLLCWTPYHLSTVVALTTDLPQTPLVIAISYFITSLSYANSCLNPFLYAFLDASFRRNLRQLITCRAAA
TAAR1 antagonist: antagonists of human TAAR1. Q96RJ0. CHO RD-HGA16 TAAR1, Fluo-8 calcium fluorescence, antagonist. inhibition, % at 3 µM. 360,000 compounds, 1.5% hits. AID 624466;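 active = inhibition above a per-plate cutoff, the mean inhibition of test compounds on that plate plus 3 SD, cut at about 49% in these data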;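 also: 0% = DMSO plus EC80 beta-PEA response and 100% = DMSO alone without agonist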
Target sequence (Q96RJ0 whole entry, looked up): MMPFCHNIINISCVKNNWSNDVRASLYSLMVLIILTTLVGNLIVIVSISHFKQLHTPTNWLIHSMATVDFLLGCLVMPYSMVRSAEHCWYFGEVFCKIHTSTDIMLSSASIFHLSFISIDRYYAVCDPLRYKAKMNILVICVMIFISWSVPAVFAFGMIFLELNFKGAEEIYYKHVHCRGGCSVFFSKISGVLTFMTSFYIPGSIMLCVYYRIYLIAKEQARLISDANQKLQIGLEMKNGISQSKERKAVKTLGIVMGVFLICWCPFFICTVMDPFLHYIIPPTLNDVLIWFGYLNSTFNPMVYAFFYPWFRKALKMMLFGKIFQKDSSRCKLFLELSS
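Test system – hTAAR1-expressing CHO RD-HGA16 cells, Gα16-coupled · Reagent – β-PEA at EC80 concentration, post-compound challenge · Compound dosing – 3 µM, single point · Timing – 140 s kinetic read after compound, 140 s after agonist · Detection – Fluo-8 intracellular calcium dye fluorescence, real-time kinetic reads · Control set – DMSO and EC80 PEA controls · Repeats – n of 1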
V1R ag counter: activates human V1a receptor in oxytocin agonist counter-screen. AID 2797. 320,000 compounds, 0.25% hits. activation, % at 3 µM. CHO-V1R cells, Fluo-8 calcium fluorescence, agonist mode; 0% DMSO, 100% 3 nM vasopressin;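 active = activation above the mean activation of all tested compounds plus 3 SD, per screening run, cut at about 20% in these data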;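 also: signal is peak over basal fluorescence ratio across a 100 second FLIPR read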
OXTR ag: human OXTR agonism. 320,000 compounds, 0.32% hits. CHO-OTR cells, Fluo-8 calcium fluorescence; normalized: DMSO 0%, oxytocin 100%. P30559. activation, % at 3 µM;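 active = activation above the mean of all tested compounds plus 3 SD, cutoff set per screening run, cut at about 20% in these data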;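 also: peak over basal fluorescence ratio from a 100 s FLIPR kinetic read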
OXTR potentiator: human OXTR potentiation; CHO-OTR cells, Fluo-8 calcium fluorescence, potentiator mode; 0% = oxytocin EC15, 100% = EC100; activation, % at 3 µM; 320,000 compounds, 0.061% hits; AID 2445; P30559;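 active = activation above that plate's cutoff, the mean activation of tested compounds plus 3 SD, cut at about 6.6% in these data, passing the limit was not always enough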;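 also: 100% uses oxytocin at 75 nM as the full agonist control; some results filed as inactive read as strong as hits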
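System: human OTR in CHO cells; Also added: sub-maximal oxytocin, roughly EC15; Timing: compound 6 min at room temperature before oxytocin, 100 s read; Technique: Fluo-8 intracellular calcium fluorescence, ex 470-495, em 515-575 nm; Controls: oxytocin EC15 low and EC100 high; Replication: singlicate.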
CHO-K1 Ca antag: nonselective inhibitor or artifact in parental CHO-K1 cells; ATP-induced calcium, Fluo-8 fluorescence; inhibition, % at 3 µM; 360,000 compounds, 0.6% hits;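 active = inhibition above a per-plate cutoff, the plate's mean sample inhibition plus 3 SD, cut at about 24% in these data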;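 also: 0% = DMSO plus EC80 ATP and 100% = DMSO alone without ATP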
CHO parental Ca: counter-screen for OX1R antagonists: effect in parental CHO cells; inhibition, % at 5.6 µM; AID 463079; parental CHO-K1, ATP-induced calcium, Fluo-8 fluorescence; 330,000 compounds, 0.63% hits;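 active = inhibition above that plate's mean sample inhibition plus 3 SD, cut at about 26% in these data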;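 also: 0% = ATP-challenged DMSO wells and 100% = DMSO wells without ATP; some compounds past the cut are filed as inactive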
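Test system: parental CHO cells; detection: calcium-sensitive Fluo-8 fluorescence; evaluation: percent inhibition of calcium signal; also added: ATP as calcium-mobilizing challenge; repeats: one well per compound; control set: ATP-challenged DMSO wells low, unchallenged DMSO wells high; compound: single nominal dose of 5.6 µM per compound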
CHO-K1 Ca PAM: nonselective activator or artifact in parental CHO-K1 calcium assay; 360,000 compounds, 0.02% hits; activation, % at 3 µM; AID 602247; ATP EC20, Fluo-8 calcium fluorescence; 0% at ATP EC20, 100% at ATP max;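 active = activation above the run cutoff, the mean activation of all test compounds plus 3 SD, cut at about 40% in these data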;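 also: peak over basal fluorescence ratio in a 140 s read after ATP addition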
* marks the source's active call; other numbers are inactive results; x = no result given.

Screens in order: M1 ag parental, GPR7 antag, TAAR1 antagonist, V1R ag counter, OXTR ag, OXTR potentiator, CHO-K1 Ca antag, CHO parental Ca, CHO-K1 Ca PAM
Cc1cc(C)n(CCC(=O)N2CCN(S(=O)(=O)c3ccccc3)CC2)n1
    1.4, -6.5, 20.2, 1.1, 0.4, 6.5, -10.0, -0.1, 10.8
CCn1c(=O)c2sccc2n(CC(=O)NCCC2=CCCCC2)c1=O
    -1.3, -2.8, -35.0, -1.4, -1.6, -2.6, 1.7, -1.4, 1.7
CCOc1ccc(NC(=O)CSc2nc3ccccc3c(=O)n2CCCC(=O)NCCCN2CCCC2=O)cc1
    2.1, -3.6, -9.4, -0.2, -0.5, 7.3, -21.5, -22.7, 20.7
CCC(C)(C)NC(=O)CN(Cc1cccs1)C(=O)CNS(=O)(=O)c1ccc(C)cc1
    3.6, 1.8, -3.2, -0.3, 0.3, -2.3, -3.3, -7.8, 6.2
O=C(NNS(=O)(=O)c1ccc(F)cc1)c1ccccc1O
    0.5, -6.8, -6.6, 2.4, 0.2, -9.9, -8.2, -2.6, 0.9
O=C(NCc1cccnc1)/C(=C/c1ccc([N+](=O)[O-])cc1)NC(=O)c1ccccc1
    0.5, x, 1.7, 1.1, -0.6, -5.7, -18.0, 4.0, 9.4
COc1ccc(/C(O)=C2\C(=O)C(=O)N(CCN(C)C)C2c2cccc(OC)c2OC)cc1 (stereo not drawn)
    5.2, -9.8, -0.4, 0.5, -0.2, -5.4, 6.8, -2.8, 21.8
Cn1c(=O)cc(SCC(=O)N2CCN(Cc3ccc4c(c3)OCO4)CC2)c2ccccc21
    0.1, -5.2, -21.6, -0.1, -2.0, -1.7, -3.5, -32.8, -9.6
CC(CCc1ccccn1)C(=O)c1ccccc1 (stereo not drawn)
    0.7, x, 11.0, x, x, x, -19.4, x, 15.3
COc1ccccc1C(=O)n1nc(-c2cccnc2)nc1NCc1ccccc1
    1.0, -2.4, -11.1, x, x, x, -7.7, x, -5.0
Cc1cccc(C)c1OCc1cc(C(=O)NCc2cn(C)nc2C)no1
    5.5, -9.2, -2.2, 4.8, 1.7, -9.5, -7.8, -23.5, 2.4
O=C(Cn1cc(C(=O)c2ccco2)c2ccccc21)NCc1ccco1
    0.8, -2.0, -5.0, -0.6, -0.2, -9.4, -23.1, -26.8, 0.1
Cc1csc2nc(CNC(=O)c3cccc(C(F)(F)F)c3)cn12
    0.5, 2.2, -10.7, 0.6, -0.1, -10.4, -0.6, -13.9, 2.0
CCn1c(O)c(N=NC(=O)CNC(=O)c2cccnc2)c2ccccc21
    1.0, x, -0.4, x, x, x, -6.0, x, 14.5
CCCCOC(=O)C1=C(C)NC(=O)NC1c1ccc([N+](=O)[O-])s1 (stereo not drawn)
    -0.7, -0.6, -19.8, 0.9, -1.4, -0.9, -4.8, -16.6, 9.7
COc1ccc(CC(=O)NNC(=O)COc2ccc(F)cc2)cc1S(=O)(=O)N1CCOCC1
    0.7, x, 11.3, 1.1, -0.4, 3.6, -12.7, -4.0, 14.9
O=C(CCC(=O)Nc1cccc(C(F)(F)F)c1)NCC1CCCO1 (stereo not drawn)
    0.1, -5.2, 1.4, -1.3, 1.0, -6.7, -1.6, 3.0, 3.2
CC(C)CNC(=O)CSc1nnc(-c2ccccn2)n1Cc1ccccc1
    0.3, -5.3, 16.4, 1.0, -1.1, -1.8, -2.6, -21.0, 9.6
CN(Cc1nc2ccccc2[nH]1)C(=O)C1CCC(=O)N(C2CCCC2)C1 (stereo not drawn)
    1.1, -16.2, -15.7, 0.7, 1.0, -0.2, 1.4, 0.7, 16.1
CCCc1nc(-c2cc3cc(C)ccc3[nH]c2=O)no1
    0.2, -17.1, -9.6, 0.4, -1.2, -5.2, -14.2, 9.8, 24.8
Cc1nc(-c2cccc(S(=O)(=O)N3CCOCC3)c2)cs1
    0.6, -8.2, -11.6, 0.1, 0.0, -5.4, -2.6, -2.5, 7.9
O=C(NCc1ccco1)C1CCCN(c2nnc(-n3cccc3)s2)C1 (stereo not drawn)
    0.3, -5.9, -19.4, -0.8, -0.3, 2.1, -13.0, -13.3, -13.0
O=C(COC(=O)c1ccc(Cl)c(S(=O)(=O)N2CCCCC2)c1)NCC1CCCCC1
    0.9, x, 21.4, 0.2, -0.9, 0.1, 1.4, -3.2, -17.7
Cc1ccc(C(=O)Nc2cccc(C(=O)N3CCOCC3)c2)cc1
    0.2, 2.1, 3.4, -0.7, -0.1, -0.1, -10.0, 1.1, -4.9
O=C(NNC(=O)C1CCN(S(=O)(=O)c2ccccc2C(F)(F)F)CC1)c1ccccc1O
    0.5, x, 6.7, 0.2, 0.5, -3.5, -4.3, -14.2, 2.3
OC(CNc1ncnc2sccc12)c1ccccc1 (stereo not drawn)
    14.9, 4.4, -11.9, 9.2, 9.2, -12.0, 13.2, 12.2, -10.0
O=C1/C(=C\c2cccc(O)c2)SC(=S)N1Cc1ccccc1
    2.5, -12.8, -10.1, 0.0, -0.3, -11.0, 1.4, 9.9, 7.3
Cc1ccc(-c2nnc(-c3ccc(Br)cc3)o2)o1
    -0.1, 4.7, -1.3, -1.4, 0.1, 0.7, -8.2, -1.3, 4.1
COc1ccc(-c2ccc(SCC(=O)NC3CCCC3)nn2)cc1OC
    0.8, -8.3, -3.5, 0.1, -0.9, -6.8, -5.4, -1.8, 6.6
C/C(O)=C/c1nc2ccccc2[nH]c1=O
    -0.1, -3.1, 2.1, 0.3, -0.8, -4.0, 0.8, -12.1, 3.5
CC(=O)Nc1cc(NC(C)=O)cc(-c2nc3ccccc3[nH]2)c1
    -0.4, 1.7, -16.5, -0.3, 2.4, -8.4, -6.5, 1.4, -1.2
CCOC(=O)CC1ON(C)C(=O)N1c1ccc(Cl)cc1Cl (stereo not drawn)
    0.1, -15.4, 17.3, -1.0, -2.3, -3.0, 16.7, -13.6, -8.1
COCCn1c(SCC#N)nnc1-c1ccc([N+](=O)[O-])cc1
    0.3, 2.4, 22.1, 13.9, 0.1, -1.7, -22.1, -5.7, 27.3
COc1ccc(NC(C)=O)cc1NC(C)C(=O)Nc1ccc(F)cc1 (stereo not drawn)
    -0.1, 7.5, 2.5, 0.2, -0.6, -17.7, -1.8, -11.8, 13.1
COc1cc2ccc(=O)oc2cc1O
    -0.3, x, 7.4, 1.0, 0.0, -5.6, -4.8, 6.6, 17.6
COc1cccc(CCNc2ccc(N3C(=O)CC(C)C3=O)cc2[N+](=O)[O-])c1 (stereo not drawn)
    3.1, 8.0, -5.5, 5.8, 5.7, -5.4, -4.3, -8.9, -3.5
CCCCOn1c(C)c(C(C)=O)c2c3no[n+]([O-])c3ccc21
    0.3, 2.4, -4.6, -1.0, -2.1, -11.1, -18.2, -14.7, 16.2
CC(=O)Nc1cc(S(=O)(=O)Nc2ccccc2)c(C)cc1C
    1.5, -3.1, -3.8, -0.3, -0.8, -10.1, -10.9, -2.6, 20.4
O=C(NCCCN1CCOCC1)c1cc(-c2ccc(Cl)cc2)on1
    2.5, -6.3, -8.6, 3.6, 4.2, -4.8, -8.8, -10.6, -4.8
O=C1CSC(c2cn(-c3ccccc3)nc2-c2cccs2)N1CC1CCCO1 (stereo not drawn)
    0.8, -9.5, 13.0, -0.6, -2.4, -1.5, -15.6, -31.9, 24.1
COc1cc(C(=O)N(Cc2ccco2)Cc2cc3ccccc3[nH]c2=O)cc(OC)c1OC
    1.9, 2.8, 26.2, -1.0, -1.1, 2.6, 0.6, -3.5, 6.7
CCOc1ccc(C(=O)OCC(=O)NCCCc2ccccc2)cc1
    -0.2, -10.7, -2.0, 0.1, -1.1, 1.7, -9.6, -15.8, -3.1
COc1ccc(S(=O)(=O)NC2CCc3ccccc32)cc1OC (stereo not drawn)
    6.2, 9.8, -14.9, 4.8, 5.0, -14.1, -11.3, -3.4, -1.5
S=c1[nH]nc(COc2ccc3ccccc3c2)o1
    1.0, 6.6, -8.0, 0.5, 1.0, -16.5, -5.3, 3.3, 17.8
Cc1cccc(OCC(O)CN2C(C)(C)CC(O)CC2(C)C)c1C (stereo not drawn)
    0.3, 5.1, 3.9, 0.5, 2.6, -2.3, -4.9, 1.1, 11.6
COCCNC(=O)CS(=O)(=O)Cc1nc(-c2ccc(C)cc2)oc1C
    0.4, -10.5, -12.0, 2.9, -0.4, 0.9, -8.1, -3.4, 20.2
Cc1c(N)c(C(C)(C)C)cc(C(C)(C)C)c1[N+](=O)[O-]
    1.1, -17.9, -16.4, -1.4, -2.0, -13.4, -9.7, -21.7, 16.3
CN(C)P(=O)(Nc1cccc2ccccc12)Nc1cccc2ccccc12
    0.4, x, 0.6, 0.9, -1.2, -6.6, -9.5, -8.2, -0.1
Cc1cccc(CN2CCN(c3nc4nonc4nc3NC3CC3)CC2=O)c1
    0.0, -7.4, -8.7, 2.4, -0.3, -10.6, -7.7, -10.3, 21.5
CCOc1ccccc1NC(=O)c1cccc(N2C(=O)CCC2=O)c1
    0.7, 3.8, -13.2, -0.7, -1.2, -8.3, 2.1, -1.9, 4.9
Cc1nc2nc(SCC(N)=O)[nH]c2cc1Br
    0.1, 8.3, 12.7, -0.2, 0.8, -5.3, 3.2, -9.9, 9.2
CCOc1ccc(NC(=O)NNC(=O)c2cccnc2)cc1
    -0.4, -1.1, -29.4, 0.8, -0.3, -8.9, 2.3, 2.8, -8.6

Record cards, from the list above:
`CCOc1ccc(NC(=O)NNC(=O)c2cccnc2)cc1` is entered as M1 ag parental: -0.4; GPR7 antag: -1.1; TAAR1 antagonist: -29.4; V1R ag counter: 0.8; OXTR ag: -0.3; OXTR potentiator: -8.9; CHO-K1 Ca antag: 2.3; CHO parental Ca: 2.8; CHO-K1 Ca PAM: -8.6
`COCCNC(=O)CS(=O)(=O)Cc1nc(-c2ccc(C)cc2)oc1C` is entered as M1 ag parental: 0.4; GPR7 antag: -10.5; TAAR1 antagonist: -12.0; V1R ag counter: 2.9; OXTR ag: -0.4; OXTR potentiator: 0.9; CHO-K1 Ca antag: -8.1; CHO parental Ca: -3.4; CHO-K1 Ca PAM: 20.2

Source: PubChem (The Scripps Research Institute Molecular Screening Center)
